IL-1B inflam inh – qHTS for Inhibitors of Inflammasome Signaling: IL-1-beta AlphaLISA Primary Screen; AID 743279, 2014; activity change, % at 57.5 µM; THP-1 LPS/ATP IL-1B secretion, AlphaLISA, 16 h; hits give low values; hit rate 4.7% among 360,000; in the data active = activity change below about -50%; inconclusive = mostly about -30% to -49%; also: % is scaled to controls: 0 for no effect and ±100 for the full control effect
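Secreted IL-1B measured by AlphaLISA bead assay after 16 h compound exposure of THP-1 cells; compounds (final up to 57.5 uM) added 1 h before LPS (250 ng/mL) and ATP (1.25 mM) stimulation; lower signal means less secretion.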
TGFb SMAD3 inh – qHTS for Inhibitors of TGF-b | Potency, µM (series often up to 46.1 µM), for inactives: top-dose activity, negative = inhibition, usual class: inhibitors | HepG2 CAGA-GFP TGF-b/SMAD3 reporter, GFP fluorescence, 18 h; TGF-beta stimulated, 500 pg/mL final | hit rate 1.2% among 410,000; also: potency is read from the fitted curve at half-maximal effect; % is scaled to controls: 0 for no effect and ±100 for the full control effect; nearly all actives have a fitted effect of over 65% in size
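Inhibition of TGF-beta-driven CAGA-GFP reporter expression in HEPG2 cells is measured by cellular GFP fluorescence after 18 h stimulation with 500 pg/mL recombinant TGF-beta in 1% FBS medium at 37 degrees C.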
ATXN2 expr inh – Primary qHTS for Inhibitors of ATXN expression. HEK-293 ATXN2-luciferase reporter, luminescence, 24 h. Potency, µM (series often up to 57 µM), inactives show top-dose activity change, negative = inhibition, hits mostly inhibitors. hit rate 0.72% among 360,000. AID 1745845, 2022; also: potency is read from the fitted curve at half-maximal effect; % is scaled to controls: 0 for no effect and ±100 for the full control effect; nearly all actives have a fitted effect of over 55% in size
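ATXN2-luciferase reporter cells (luciferase flanked by upstream and downstream ATXN2 gene portions) were treated 24 h at 37 °C with compounds at up to 57 uM. SteadyGlo luminescence gave expression; GF-AFC fluorescence gave viability.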
HepG2 viability – qHTS for Inhibitors of TGF-b: Cytotox Counterscreen. HepG2 CAGA-GFP viability, ATP luminescence, 18 h. Potency, µM (titrated, usually from 46.1 µM), inactives show top-dose activity change, negative = cytotoxicity, actives largely listed as cytotoxic. hit rate 0.76% among 410,000. AID 588856, 2011; also: potency is read from the fitted curve at half-maximal effect; some results filed as inactive show a strong effect at the top dose
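CellTiter-Glo luminescence gave cytotoxicity after 18 hours at 37 degrees C. The cells were HepG2 CAGA-GFP in 1% FBS DMEM, stimulated with 500 pg/mL TGF-beta after compound addition. %Activity was normalised to no-cell wells (complete cell-killing) and DMSO (no toxicity), and curves were fitted and classified.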
MCF10A rerep – A quantitative high throughput screen for small molecules that induce DNA re-replication in MCF 10a normal breast cells; MCF 10A DNA re-replication, Hoechst nuclear intensity, 48 h; Potency, µM (highest dose often 46.1 µM), for the others: at the top dose activity, positive = re-replication, most hits filed as activators; hit rate 2.9% among 350,000; AID 624296, 2012; also: potency is read from the fitted curve at half-maximal effect; % of control where 0% means no effect; nearly all actives have a fitted effect of over 50% in size
Nrf2 ARE act – qHTS of Nrf2 Activators. AREc32 ARE-luciferase reporter (MCF7-derived line), luminescence, 24 h. Potency, µM (doses to about 46.1 µM), without a hit: top-dose activation, actives largely listed as activators. hit rate 0.31% among 410,000. AID 624171, 2012; also: potency is read from the fitted curve at half-maximal effect; % of control where 0% means no effect; nearly all actives have a fitted effect of over 65% in size
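For detection, Steady-Glo was added and plates sat 30 min at RT; before that, AREc32_Fluc cells grown overnight in OPTI-MEM/5% FBS had been treated with 23 nL compound for 24 hr at 37 deg C.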
Nrf2 block – Nrf2 qHTS screen for inhibitors; hit rate 2.1% among 360,000; Potency, µM (doses to about 46 µM), inactives show top-dose activity change, negative = inhibition, hits mostly inhibitors; A549 ARE-Fluc reporter, luciferase luminescence, 18-24 h; also: potency is read from the fitted curve at half-maximal effect; % is scaled to controls: 0 for no effect and ±100 for the full control effect; nearly all actives have a fitted effect of over 60% in size
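Nrf2 activity is the BugLite luminescence, read 15 min after reagent at room temperature, following CellTiter-Fluor cytotoxicity readout (30 min, 37C). Compound titrations were applied for 18-24 h to 5000 A549 ARE_Fluc cells/well in 5% FBS OPTI-MEM.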
S2 tox – Viability Counterscreen for Primary qHTS for Inhibitors of ATXN expression; S2 cells (HEK-293 line with an ATXN2-luciferase reporter) viability, CellTiter-Fluor protease fluorescence, 24 h; Potency, µM (top dose mostly 56.7 µM), hits mostly cytotoxic; hit rate 0.49% among 400,000; AID 651635, 2014; also: potency is read from the fitted curve at half-maximal effect; nearly all actives have a fitted effect of over 40% in size
A549 tox – Nrf2 qHTS screen for inhibitors: counterscreen for cytotoxicity; A549 ARE-Fluc cells, CellTiter-Fluor viability, 18-24 h; Potency, µM (doses to about 46 µM), for inactives: at the highest dose activity change, negative = cytotoxicity, most hits filed as inhibitors; hit rate 0.16% among 390,000; AID 504648, 2011; also: potency is read from the fitted curve at half-maximal effect; % is scaled to controls: 0 for no effect and ±100 for the full control effect
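A549 ARE-Fluc cells in 5% FBS OPTI-MEM, 5000 cells/well, rested 2 h then exposed to compounds in concentration-response for 18-24 h at 37 °C. Viability by CellTiter-Fluor fluorescence (Ex 405/Em 525) after 30 min; luciferase luminescence (BugLite, 15 min, RT) read afterwards.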
Starred values were filed as active, the others as inactive; i = inactive; ? = inconclusive; . = no result given; & = joins results of further samples; [ ] = dose if it differs, or a comment. Unless noted, calls follow the shape of the dose curve; as a rule, active = well fitted curve in the direction sought with a large enough effect; inconclusive = small, poorly fitted or top-dose-only effect, or another doubt; inactive = no such curve, though single readings can be large; an effect the other way counts as inactive or inconclusive.

| SMILES | S2 tox | TGFb SMAD3 inh | IL-1B inflam inh | ATXN2 expr inh | Nrf2 ARE act | Nrf2 block | A549 tox | MCF10A rerep | HepG2 viability |
| --- | --- | --- | --- | --- | --- | --- | --- | --- | --- |
| Cc1c([N+](=O)[O-])c([N+](=O)[O-])nn1CC(=O)N1CCOCC1 | i | -0.1% | ? | -6.3% | 12.0% | -11.4% | ? | -1.5% | 10.3% |
| CCOC(=O)c1ccccc1NC(=O)CSc1ccc(-c2cccs2)nn1 | . | -13.5% | . | . | 18.3% | ? | 6.5% | . | -3.9% |
| O=C(Nc1ccon1)c1ccc2c(c1)OCO2 | i | 7.3% | -2.3 | 20.1% | -0.3% | ? | ? | 15.8% | -10.9% |
| O=C(NCCN1CCOCC1)c1ccc2c(c1)N(Cc1ccccc1F)C(=O)c1ccccc1S2(=O)=O | i | 1.8% | 0.0 | -5.9% | -0.3% | 11.5% | 3.5% | -2.8% | 4.0% |
| COC(=O)c1ccccc1NC(=O)c1ccco1 | i | -3.2% | -4.8 | -9.9% | 24.4% | . | 6.6% | -11.2% | -22.7% |
| CCC(C)NC(=O)c1ccc(NC(=O)C2=C(C)OCCS2)cc1 (stereo unspecified) | i | -5.2% | -1.3 | -16.2% | -0.8% | -14.4% | 1.4% | -0.7% | -22.7% |
| CCc1nnc(NC(=O)CSc2nc(C)c3c(c2C#N)CCCC3)s1 | . | -12.8% | -0.3 | -5.1% | -0.8% | . | 11.1% | ? | -13.2% |
| O=C1C(O)CCN1C1CCCCC1 (stereo unspecified) | i | 6.2% | 10.7 | 11.6% | -0.5% | -4.0% | -4.9% | -3.4% | -14.4% |
| Cn1cnc2c(NCc3ccco3)ncnc21 | i | 5.4%&-4.2% | -5.8 | -1.6% | 3.9% | 8.5%&-6.9% | -0.8%&-0.9% | 35.7% | -2.4%&-7.6% |
| COc1ccc(CCNC(=O)c2cc3c(=O)n(C)c4ccccc4c3n2C)cc1OC | ? | -2.8% | -3.1 | 0.0% | -0.6% | ? | -3.8% | 29.3% | -2.3% |
| Cc1ccccc1S(=O)(=O)c1c(C)cc(C)n(C)c1=O | ? | 0.0% | -8.8 | 5.3% | 2.7% | -3.3% | 0.7% | -58.3%[inhibitor] | 0.0% |
| COc1cc2c(cc1OC)C(C)N(CCN1C(=O)c3ccccc3C1=O)CC2 (stereo unspecified) | i | 12.1% | 7.9 | . | -0.1% | 0.2% | -1.4% | -0.7% | -2.7% |
| COc1ccccc1N1CCN(/N=C\c2ccccc2)CC1 | i | -1.6% | -4.9 | . | 5.3% | ? | 4.1% | -2.4% | -4.9% |
| CCCn1c(CCC(=O)Nc2ccccc2OC)nc2cccnc21 | i | 4.7% | . | -5.9% | -0.9% | -1.6% | 0.1% | . | -0.6% |
| CCCc1nnc(SCC(=O)Nc2cccc(C(F)(F)F)c2)o1 | i | -1.8% | -6.6 | -12.7% | 0.1% | -5.2% | 1.9% | 1.8% | -0.5% |
| COc1ccc(NC(=O)CN(C)C(=O)C(C)N2C(=O)c3ccccc3C2=O)cc1 (stereo unspecified) | ? | 0.0% | 1.6 | 10.1% | -0.3% | 9.5% | -4.8% | -2.5% | 4.2% |
| C=CCn1c(Cc2cccs2)nnc1SCC(=O)Nc1cccc(OC)c1 | i | -1.3% | -13.2 | -2.6% | 1.4% | -21.2% | 6.6% | -0.6% | -12.3% |
| COc1ccc(CCn2c(=O)c3cccnc3n(Cc3cccc([N+](=O)[O-])c3)c2=O)cc1OC | i | -1.1% | 15.6 | -6.7% | 2.7% | 1.4% | 14.9% | 12.3% | -28.3% |
| CN(Cc1ccccc1)C(=O)C1CCN(S(=O)(=O)Cc2ccccc2)CC1 | i | -10.0% | . | 7.1% | 0.2% | -19.6% | 4.7% | . | -7.0% |
| CC1CCN(CCCCOc2ccccc2-c2ccccc2)CC1 | ? | -28.7% | -104.5* | -37.9% | 2.5% | 8.1% | -0.2% | ? | -57.2% |
| CS(=O)(=O)N1CCN(C(=O)NC2CCCCC2)CC1 | i | 4.2% | 1.7 | -8.7%[11.3 µM] | -0.1% | 12.6% | 8.2% | 6.5% | -0.3% |
| COc1cc(C(=O)N(Cc2cccnc2)c2nc3cc(C)c(C)cc3s2)cc(OC)c1OC | . | 27.0% | . | . | -0.9% | . | -18.6% | . | -1.4% |
| Cc1[nH]cnc1CN1CCc2c(c3ccccc3n2C)C1=O | i | 3.0% | 3.7 | -5.3%&-22.0% | -1.0% | 2.7% | -2.8% | 15.5%&0.9% | -12.7% |
| CCN1CCN(C(=O)N(c2ccccc2)c2ccccc2)CC1 | ? | 9.8% | -14.8 | -20.1% | -0.5% | 28.6% | 3.1% | 6.8% | -4.4% |
| CCOC(=O)c1ccc(NC(=O)c2noc3c2CCCC3)cc1 | . | -15.8% | . | . | 0.0% | ? | 9.6% | . | -20.7% |
| CCOCCCNc1nc2c(c(=O)[nH]c(=O)n2C)n1CCCc1ccccc1 | i | -1.9% | 8.2 | 12.1% | 0.3% | -0.9% | -2.1% | -1.8% | -1.5% |
| CC(c1nnc(SCC(=O)NC(=O)NCc2ccco2)n1-c1ccc(Cl)cc1)N(C)C (stereo unspecified) | i | 0.6% | 3.4 | -14.6% | -0.8% | 5.6% | 1.5% | 2.4% | -3.6% |
| CCc1ccc(-c2nc(CS(=O)CC(=O)NCCCN3CCC(C)CC3)c(C)o2)cc1 (stereo unspecified) | i | -3.0% | -8.0 | 0.5% | 4.8% | 13.6% | -1.4% | 17.0% | -25.0% |
| C=CCOc1ccccc1CN(CCc1ccccc1)C(=O)c1cccc(S(C)(=O)=O)c1 | i | -14.0% | ? | -14.0% | 3.2% | 22.8% | -3.8% | ? | -4.0% |
| O=C(CN(c1cc(C(F)(F)F)ccc1Cl)S(=O)(=O)c1ccccc1)NCc1cccnc1 | i | -2.6% | 10.6 | 0.6% | -0.4% | 0.2% | -2.9% | -1.7% | 0.5% |
| Cc1nn(C)c2c1c(C(F)(F)F)cc(=O)n2CC(=O)NCc1ccc(OC(C)C)cc1 | i | 5.1% | . | 4.5% | 1.2% | -22.1% | 7.0% | . | -9.1% |
| CCOC(=O)[C@]12CCC=C1N(Cc1ccccc1)C(=O)[C@H](CC(=O)NCC1CCCCC1)C2 | i | . | -24.9 | 0.3% | 2.8% | . | . | . | . |
| COc1ccc(-c2csc(C(C)(O)c3cccc(F)c3)n2)cn1 (stereo unspecified) | i | -16.7% | 12.6 | -14.9% | 2.9% | . | . | . | -13.6% |
| Cc1ccc2ncc(C(=O)Nc3cccc(C(F)(F)F)c3)c(=O)n2c1 | i | 7.3% | . | -4.9% | 24.6% | 2.0% | -0.8% | . | 3.8% |
| N#CC1=C(N)Oc2nc[nH]c(=O)c2C1c1cccs1 (stereo unspecified) | ? | 8.5% | -0.2 | -22.8% | 0.0% | 4.7% | -1.9% | 0.2% | 2.7% |
| CC1(C(=O)NS(=O)(=O)C2CC2)CCCN(C(=O)c2ccccc2C(F)(F)F)C1 (stereo unspecified) | i | 18.9% | -4.7 | 0.8% | -0.3% | . | . | . | 6.6% |
| CC1=C(C(=O)OCc2ccccc2)C(/C=C/c2ccccc2)N2C(=O)CCSC2=N1 (stereo unspecified) | i | 5.8% | -11.8 | -6.6% | 4.8% | -7.6% | -1.1% | ? | 7.7% |
| O=C1C(=O)N(Cc2cccnc2)C(c2ccccn2)/C1=C(/O)c1ccc(Br)cc1 (stereo unspecified) | i | -3.7% | 24.0 | 6.8% | 0.4% | -3.3% | -14.0% | 8.0% | -0.3% |
| O=C(CCl)NC1CCCc2ccccc21 (stereo unspecified) | i | 1.1% | -98.3* | 7.3% | ? | ? | -3.7% | 3.2% | 0.7% |
| CCOc1ccccc1CNC(=O)c1oc2c(c1C)-c1nn(Cc3cccc(Cl)c3)cc1CC2 | . | 0.0% | . | . | -0.7% | -8.4% | 3.6% | . | -9.0% |
| CCC(=O)Nc1cccc(C2=NOC3(C2)C[C@H](C(N)=O)N(C(=O)CC#N)C3)c1 (stereo partly specified) | i | ? | 0.7 | 1.5% | 0.1% | -2.8% | -0.7% | -7.1% | 0.6% |
| O=S(=O)(c1ccccc1)N1CCN=C1SCc1cccnc1 | . | 10.8% | -20.5 | . | 1.0% | -12.1% | -1.5% | -2.0% | 0.4% |
| Cc1ccc(S(=O)(=O)N2CCCCC2)cc1NC(=O)c1ccccc1Cl | i | -7.3% | -4.1 | . | -0.1% | ? | 3.0% | -1.4% | -10.4% |
| Cc1ccc(NC(=O)c2n[nH]c(=O)c3ccccc23)cc1S(=O)(=O)N1CCOCC1 | ? | -0.3% | 2.1 | 8.3% | 8.7% | ? | -2.3% | 10.7% | -30.2% |

One compound at a time, from the list above. Order of values: S2 tox, TGFb SMAD3 inh, IL-1B inflam inh, ATXN2 expr inh, Nrf2 ARE act, Nrf2 block, A549 tox, MCF10A rerep, HepG2 viability
Listed for `CCC(=O)Nc1cccc(C2=NOC3(C2)C[C@H](C(N)=O)N(C(=O)CC#N)C3)c1` (stereo partly specified) : i, ?, 0.7, 1.5%, 0.1%, -2.8%, -0.7%, -7.1%, 0.6%
Listed for `O=S(=O)(c1ccccc1)N1CCN=C1SCc1cccnc1` : ., 10.8%, -20.5, ., 1.0%, -12.1%, -1.5%, -2.0%, 0.4%
Listed for `Cc1ccc(NC(=O)c2n[nH]c(=O)c3ccccc23)cc1S(=O)(=O)N1CCOCC1` : ?, -0.3%, 2.1, 8.3%, 8.7%, ?, -2.3%, 10.7%, -30.2%
Listed for `Cc1ccc(S(=O)(=O)N2CCCCC2)cc1NC(=O)c1ccccc1Cl` : i, -7.3%, -4.1, ., -0.1%, ?, 3.0%, -1.4%, -10.4%
